Compound activity: PubChem, National Center for Advancing Translational Sciences (NCATS)
G9a inh: blocks human histone lysine methyltransferase G9a; 8.8% of 350,000 active; Q96KQ7; G9a H3K9 monomethylation, AlphaScreen, 2 h; Potency, µM (top dose mostly 102 µM), for inactives: top-dose activity, negative = inhibition, hits mostly inhibitors; further: potency means the concentration at half of the fitted maximal effect; on the % scale 0 is the no-effect control and ±100 the full control effect; nearly all actives have a fitted effect of over 75% in size
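Step 1: enzyme (final 20 nM) with compound, 15 min RT. Step 2: substrate peptide 500 nM and SAM 20 uM, 2 h RT. Step 3: anti-H3K9me1 antibody and AlphaScreen beads, 10 min, then plate read.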
ALOX12 inh: inhibitors of human 12S-lipoxygenase ALOX12; P18054; purified 12hLO, xylenol orange hydroperoxide absorbance; Potency, µM (top dose mostly 108 µM), for the others: at the top dose activity change, negative = inhibition, usual class: inhibitors; 1.1% of 580,000 active; AID 1671190; further: potency means the concentration at half of the fitted maximal effect; on the % scale 0 is the no-effect control and ±100 the full control effect
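Hydroperoxide product was detected by ferrous iron/xylenol orange as the 573 to 405 nm absorbance ratio. Arachidonic acid at 40 uM (final) was turned over for 30 min at room temperature by 150 nM human 12hLO, pH 7.0 Hepes buffer, after 15 min compound preincubation.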
GLS inhibitor: blocks human kidney-isoform glutaminase activity; GLS enzymatic activity, qHTS titration; Potency, µM (titrated, usually from 45.5 µM), inactives show top-dose activity change, negative = inhibition, actives largely listed as inhibitors; 0.21% of 410,000 active; further: potency means the concentration at half of the fitted maximal effect; on the % scale 0 is the no-effect control and ±100 the full control effect
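hKGA in 45 mM KH2PO4 (pH 8.2), 0.02% Tween-20 with compound, then 1mM L-Glutamine (stock as added) plus glutamate oxidase/HRP/Amplex red coupling mix. Fluorescence read initially and after 30 min at RT; signal change reflects glutamate formation.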
RGS4 inh: inhibitors of human regulator of G protein signaling 4. Transcreener GDP fluorescence polarization, RGS4-accelerated GTP hydrolysis. AID 504845. 0.039% of 390,000 active. P49798. Potency, µM (highest dose often 114 µM), without a hit: top-dose activity change, negative = inhibition, hits mostly inhibitors; further: potency means the concentration at half of the fitted maximal effect; on the % scale 0 is the no-effect control and ±100 the full control effect; nearly all actives have a fitted effect of over 75% in size; some results filed as inactive show a strong effect at the top dose
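MLSMR compounds (23 nl, pin-transferred) preincubated 10 min at room temperature with a 500nM (2x) first reagent, then RGS4 at 900nM (2x) plus Transcreener GDP mix added; fluorescence polarization (620/688 nm) read before and after 90 min at 30 °C.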
PI4K2A inh: PI4K2A (human) kinase inhibition. Q9BTU6. AID 1346378. purified PI4K2A, ADP-Glo luminescence, 1 h; hits give low values. 0.13% of 420,000 active. activity change, negative = inhibition, % at 76.9 µM; in the data active means activity change below about -50%; inconclusive means mostly about -30% to -49%;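 further: -100% = wells without enzyme as full effect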
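In this quantitative HTS, ADP production by PI4K2A was quantified luminescently after 1 h at ambient temperature; 100 microM adenosine served as plate-quality control.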
ERG-DNA inh: ERG Ets/DNA interaction inhibition; fluorescence polarization, His-ERG Ets domain / labelled DNA; P11308; 0.028% of 370,000 active; Potency, µM (titrated, usually from 76.9 µM), without a hit: top-dose FP activity, negative = inhibition, most hits filed as inhibitors; AID 624246; active means well fitted inhibition curve with a large enough effect in the polarisation, with a control signal flat; inconclusive means small, poorly fitted or top-dose-only effect, or effect the other way, or a change in a side signal; inactive means no such curve, though single readings can be large or run the other way; the % refers to the polarisation;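 further: polarization taken with two DNA probes labelled with fluorescein and Texas red; potency means the concentration at half of the fitted maximal effect; % of control where 0% means no effect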
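His-tagged ERG Ets domain (1 uM in the protein solution; 300mM KCl, 50mM Tris-HCl, 1mM EDTA, 1mM DTT, pH 7.5) received compound, then a probe mix of 5 nM fluorescein-DNA and 100nM Texas-615-DNA. Fluorescence polarization was read for both dyes.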
JMJD2A Tudor: JMJD2A Tudor domain (human) inhibition | O75164 | AlphaScreen JMJD2A-Tudor / H3K4me3 peptide binding | Potency, µM (top dose mostly 114 µM), inactives show top-dose activity change, negative = inhibition, most hits filed as inhibitors | 4.4% of 390,000 active | AID 504339; further: potency means the concentration at half of the fitted maximal effect; on the % scale 0 is the no-effect control and ±100 the full control effect; nearly all actives have a fitted effect of over 50% in size
Target sequence (O75164 whole entry, looked up, the tested form may be a part): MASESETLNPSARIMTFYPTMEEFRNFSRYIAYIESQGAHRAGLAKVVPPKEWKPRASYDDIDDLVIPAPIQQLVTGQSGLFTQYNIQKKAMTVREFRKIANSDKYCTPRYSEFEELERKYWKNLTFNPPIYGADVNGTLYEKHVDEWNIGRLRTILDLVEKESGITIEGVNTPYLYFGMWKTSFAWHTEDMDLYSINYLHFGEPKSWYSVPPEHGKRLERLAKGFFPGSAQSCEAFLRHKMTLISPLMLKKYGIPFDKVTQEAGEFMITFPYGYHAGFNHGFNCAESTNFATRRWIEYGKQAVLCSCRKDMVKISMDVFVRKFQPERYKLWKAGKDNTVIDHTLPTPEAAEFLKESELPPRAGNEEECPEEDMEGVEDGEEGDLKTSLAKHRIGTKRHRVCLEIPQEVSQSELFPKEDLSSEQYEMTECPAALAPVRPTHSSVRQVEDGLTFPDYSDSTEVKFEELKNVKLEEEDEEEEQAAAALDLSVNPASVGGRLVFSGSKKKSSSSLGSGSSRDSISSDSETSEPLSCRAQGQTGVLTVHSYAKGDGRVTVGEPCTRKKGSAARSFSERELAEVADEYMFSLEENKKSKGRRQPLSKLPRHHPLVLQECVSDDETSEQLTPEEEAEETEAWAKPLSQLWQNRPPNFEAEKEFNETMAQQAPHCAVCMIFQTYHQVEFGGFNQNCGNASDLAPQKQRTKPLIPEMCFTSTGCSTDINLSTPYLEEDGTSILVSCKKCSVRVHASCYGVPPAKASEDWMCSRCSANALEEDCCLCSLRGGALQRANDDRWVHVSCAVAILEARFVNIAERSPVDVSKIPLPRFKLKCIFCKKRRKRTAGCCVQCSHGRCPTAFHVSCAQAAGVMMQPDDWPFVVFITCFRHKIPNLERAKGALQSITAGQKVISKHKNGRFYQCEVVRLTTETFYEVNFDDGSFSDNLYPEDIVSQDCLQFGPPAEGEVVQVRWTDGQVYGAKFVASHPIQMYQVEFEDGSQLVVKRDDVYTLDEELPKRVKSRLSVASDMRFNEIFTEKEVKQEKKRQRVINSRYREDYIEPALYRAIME
HP1b binding inh: HP1-beta chromodomain-methylated histone interaction inhibition; AlphaScreen HP1-beta / biotin-H3K9me3 peptide binding; Potency, µM (series often up to 114 µM), inactives show at the top dose activity change, negative = inhibition, usual class: inhibitors; 0.56% of 390,000 active; AID 540317; further: potency means the concentration at half of the fitted maximal effect; nearly all actives have a fitted effect of over 70% in size; inactives centre near 23
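HP1-beta protein (50 nM final) preincubated 30 min at room temperature with biotinylated H3(1-18)K9me3 peptide (50 nM) in PBS pH 7.4, 0.01% Tween-20, then compound added for 30 min. AlphaScreen streptavidin donor/nickel chelate acceptor beads (10 ug/mL final), 30 min dark, luminescence read.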
BAZ2B inh: BAZ2B (human) inhibition; 4.4% of 360,000 active; AlphaScreen BAZ2B-H3K14Ac peptide displacement; Potency, µM (titrated, usually from 114 µM), for the others: at the top dose activity change, negative = inhibition, hits mostly inhibitors; further: potency means the concentration at half of the fitted maximal effect; on the % scale 0 is the no-effect control and ±100 the full control effect; nearly all actives have a fitted effect of over 60% in size
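BAZ2B (50 nM) with biotin-H3(5-23)K14Ac peptide (50 nM) in PBS pH 7.4, 0.01% Tween-20, preformed 30 min, then compound 30 min at room temperature; top concentration 110uM. AlphaScreen streptavidin donor/nickel chelate acceptor beads (10 ug/mL final), 20 min dark, signal read.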
Starred values were filed as active, the others as inactive; ? = inconclusive; · = not tested or not shown; & = joins results of further samples; [ ] = another dose, or the depositor's remark. Unless noted, the call rests on the fitted dose curve; in most records, active means well fitted curve in the direction sought with a large enough effect; inconclusive means small, poorly fitted or top-dose-only effect, or another doubt; inactive means no such curve, though single readings can be large; an effect the other way counts as inactive or inconclusive. Only part of the results is shown (hit frequency here may not be typical).

1. Cn1c(=O)c2c(SCC(=O)NCC3CCCO3)nc(-c3ccccc3F)nc2n(C)c1=O (stereo not drawn)
2. CCCNC(=O)C1CCC(Cn2c(=O)c3sccc3n(CC(=O)N3CCCC(C)C3)c2=O)CC1 (stereo not drawn)
3. CC(C)(O)C#Cc1ccc(CN2CCC(n3nccc3NC(=O)C3CC3)CC2)cc1
4. Cc1ccc(-c2nnn(CC(=O)N(Cc3cccs3)C(C(=O)NC3CCCC3)c3ccncc3)n2)cc1 (stereo not drawn)
5. CCS(=O)(=O)N1CCC(C(=O)Oc2ccccc2OC)CC1

compound no.	1	2	3	4	5
G9a inh	3%[59 µM]	10%[59 µM]	8%	?	-8%
ALOX12 inh	-13%	2%	-5%	-4%	0%
GLS inhibitor	4%	7%	5%	3%	0%
RGS4 inh	16%	4%	22%	-10%	-3%
PI4K2A inh	-1	-5	1	1	-3
ERG-DNA inh	8%	5%	1%	·	-9%
JMJD2A Tudor	-10%	-10%	-2%	-34%	4%
HP1b binding inh	28%[57 µM]	19%	38%	-2%	24%
BAZ2B inh	6%	-4%	-1%	1%	-2%

6. CC(C)CCN1C(=O)c2ccc(C(=O)Nc3ccc(Br)cc3C(=O)O)cc2C1=O
7. O=C(c1cccc2ccccc12)N1CCN(c2ccccc2F)CC1
8. CCOc1ccccc1N(CC(=O)NCCSc1ccccc1)S(C)(=O)=O
9. Cc1ccccc1-c1nn2c(-c3ccccc3)nnc2s1
10. S=C(NCc1cccs1)Nc1cccc2ccccc12

compound no.	6	7	8	9	10
G9a inh	·	2.8µM*	-3%	16%[12.7 µM]	-40%
ALOX12 inh	?	-10%	-12%	0%	?
GLS inhibitor	1%	2%	16%	13%	19%
RGS4 inh	-8%	24%	-14%	-22%	-40%
PI4K2A inh	-1	3	1	-3	5
ERG-DNA inh	1%	-4%	1%	-4%	-6%
JMJD2A Tudor	56µM*	2%	4%	2%	-15%[57.1 µM]
HP1b binding inh	4%	16%	47%[activator]	33%	17%
BAZ2B inh	45µM*	-4%	-13%	24%	?

11. CCc1cc(=O)oc2cc(OCC(=O)NCCCn3ccnc3)ccc12
12. CC(=O)N1c2ccc(S(=O)(=O)N3CCC(C(=O)Nc4cc(C)cc(C)c4)CC3)cc2CC1C (stereo not drawn)
13. Cc1ccc(NC(=O)c2cc(N3C(=O)C4CCCCC4C3=O)ccc2N2CCOCC2)cc1 (stereo not drawn)
14. CC(=O)Nc1ccc(NC(=O)CSc2nccn2Cc2ccco2)cc1
15. O=C(O)c1ccccc1-c1nc2ccccc2n1-c1ccccc1

compound no.	11	12	13	14	15
G9a inh	21%	25%	·	-2%	21%[59 µM]
ALOX12 inh	2%&49%	10%	1%	1%	-20%
GLS inhibitor	-1%	-12%	0%	1%	14%
RGS4 inh	-19%	0%[56.9 µM]	-21%	-25%	17%
PI4K2A inh	-4	-1	-2	0	-6
ERG-DNA inh	11%	2%	3%	10%	0%
JMJD2A Tudor	-6%	-9%	-22%	-26%	-10%
HP1b binding inh	16%[57 µM]	52%[activator]	17%	6%	14%
BAZ2B inh	-15%[57.1 µM]	-24%	-11%	-28%	7%

16. CC(C)(C)OC(=O)C[C@H]1C/C=C\C[C@@H](CC(=O)NCCO)C(=O)N[C@H](Cc2ccccc2)COC1=O
17. CCC(=O)N1CCc2cc(S(=O)(=O)NC(C(=O)NCc3ccc(C)cc3)C(C)C)ccc21 (stereo not drawn)
18. Cc1ccc(CNC(=O)c2cc3c(s2)CN(Cc2ccccc2)C3)cc1
19. CCN(CC)S(=O)(=O)c1ccc(N2CCCCC2)c(NC(=O)c2ccncc2)c1
20. COc1ccc(OC)c2nc(-c3ccc4c(c3)OCO4)ccc12

compound no.	16	17	18	19	20
G9a inh	·	?	?	-8%	-2%
ALOX12 inh	-6%	-42%	-16%	-7%	?
GLS inhibitor	-6%	8%	-6%	7%	0%
RGS4 inh	-2%	-1%	74%[activator]	-9%	-26%
PI4K2A inh	1	8	-2	0	1
ERG-DNA inh	-7%	-3%	-10%	13%	-16%
JMJD2A Tudor	-10%	-19%[57.1 µM]	-26%	-10%	53%[activator]
HP1b binding inh	27%	25%	23%	24%	30%
BAZ2B inh	·	?	·	-17%	-3%

21. COc1ccc(NC(=O)O/N=C/c2ccncc2)cc1
22. Cc1ccc(S(=O)(=O)N/N=C/c2cn(C)nc2C)cc1
23. Cc1ccc(C(=O)OC2CCOC2=O)cc1NC(=O)c1ccco1 (stereo not drawn)
24. Cc1cccc(OCCOC(=O)C2CCN(S(=O)(=O)c3ccc(C)c(C)c3)CC2)c1
25. Cc1cc(=O)oc2cc(OCC(=O)Nc3nnc(C4CC4)s3)ccc12

compound no.	21	22	23	24	25
G9a inh	21%[59 µM]	23%[12.7 µM]	-28%[59 µM]	96%[activator]	21%[59 µM]
ALOX12 inh	-8%	1%	0%	·	-14%&0%
GLS inhibitor	15%	23%	0%	1%	0%
RGS4 inh	-10%	21%	-41%	13%	-29%
PI4K2A inh	3	9	0	-1	0
ERG-DNA inh	-1%	-1%	5%	2%	4%
JMJD2A Tudor	-14%	3%	4%	18%	1%
HP1b binding inh	28%	27%	57%[activator]	47%[activator]	31%
BAZ2B inh	-20%	3%	0%	9%	0%

26. CCN(CC)C(=O)CSc1nc2ccccc2c(=O)n1CCC(=O)NCc1ccc(F)cc1
27. CC(C)CC(c1nnnn1C1CCCCC1)N1CCN(C(=O)c2ccco2)CC1 (stereo not drawn)
28. NS(=O)(=O)c1ccc(NC(=S)NC2CCCC2)cc1
29. Cn1c(=O)c2nc(SCC(=O)Nc3ccc(OC(F)(F)F)cc3)n(C)c2n(C)c1=O
30. COc1cccc(NS(=O)(=O)c2ccc(S(=O)(=O)N3CCCC3)cc2)c1

compound no.	26	27	28	29	30
G9a inh	?	?	8.9µM*	-3%[59 µM]	23%[12.7 µM]
ALOX12 inh	-20%	?	?	-3%	-8%
GLS inhibitor	·	19%	1%	0%	-2%
RGS4 inh	-1%	29%	-17%	-11%	-21%
PI4K2A inh	4	-3	-2	5	-9
ERG-DNA inh	-6%	3%	-1%	-1%	-1%
JMJD2A Tudor	-4%	-13%	6%	5%	-19%
HP1b binding inh	53%[activator]	10%	29%	39%	69%[activator]
BAZ2B inh	-27%	-24%	-5%	0%	-4%

An excerpt of these results, with two lines to a compound.
Second line of a record – G9a inh | ALOX12 inh | GLS inhibitor | RGS4 inh | PI4K2A inh | ERG-DNA inh | JMJD2A Tudor | HP1b binding inh | BAZ2B inh
(26) CCN(CC)C(=O)CSc1nc2ccccc2c(=O)n1CCC(=O)NCc1ccc(F)cc1
  ? | -20% | · | -1% | 4 | -6% | -4% | 53%[activator] | -27%
(27) CC(C)CC(c1nnnn1C1CCCCC1)N1CCN(C(=O)c2ccco2)CC1 (stereo not drawn)
  ? | ? | 19% | 29% | -3 | 3% | -13% | 10% | -24%
(28) NS(=O)(=O)c1ccc(NC(=S)NC2CCCC2)cc1
  8.9µM* | ? | 1% | -17% | -2 | -1% | 6% | 29% | -5%
(29) Cn1c(=O)c2nc(SCC(=O)Nc3ccc(OC(F)(F)F)cc3)n(C)c2n(C)c1=O
  -3%[59 µM] | -3% | 0% | -11% | 5 | -1% | 5% | 39% | 0%
(30) COc1cccc(NS(=O)(=O)c2ccc(S(=O)(=O)N3CCCC3)cc2)c1
  23%[12.7 µM] | -8% | -2% | -21% | -9 | -1% | -19% | 69%[activator] | -4%

(cont.)
31. COc1ccc(C2=NC(c3ccncc3)=Nc3ccc(Br)cc3N2)cc1
32. CCN(CC)CCN(C(=O)c1ccc([N+](=O)[O-])cc1)c1nc2ccc(OC)cc2s1
33. CC(C)c1csc(CN2CCN(Cc3ccccc3)C(CCO)C2)n1 (stereo not drawn)
34. COc1ccc(S(=O)(=O)NCc2cccn2Cc2cc(C)ccc2C)cc1OC
35. N=c1c(C(=O)NCc2ccco2)cc2c(=O)n3ccccc3nc2n1C1CCCC1
36. COc1ccc(N(C)S(=O)(=O)c2cccc(C(=O)N(C)Cc3ccc(C)o3)c2)cc1
37. O=S(=O)(NCc1ccc2c(c1)OCO2)c1ccc(F)c(F)c1

compound no.	31	32	33	34	35	36	37
G9a inh	?	?	4%	-1%[12.7 µM]	-11%	-37%	1%
ALOX12 inh	?	-2%	0%	-14%	?	-60%	45%
GLS inhibitor	-1%	22%	0%	0%	0%	5%	2%
RGS4 inh	15%	-13%	-16%	9%	-9%	-5%	21%
PI4K2A inh	0	1	-2	-1	1	0	-1
ERG-DNA inh	0%	-6%	-5%	-4%	-4%	-2%	1%
JMJD2A Tudor	45µM*	-6%	-5%	-33%	-23%	-23%	-5%
HP1b binding inh	-23%	18%	37%	-12%	-1%	-15%	33%
BAZ2B inh	28µM*	·	-16%	?	-18%	?	-2%
